# UbGFP stabilizer = inhibits proteasome, raising ubiquitin-GFP reporter fluorescence | Ubiquitin-GFP reporter cells, proteasome inhibition, GFP fluorescence; response scale: untreated = 0%, 10 µM MG-132 = 100% | Potency, µM (highest dose often 45.9 µM), for the others: at the top dose activation (GFP accumulation), hits mostly activators | 67,000 tested, under 10 active; active means well fitted activation curve with a large enough effect, not every such curve was filed as active; inconclusive means small, poorly fitted or top-dose-only effect, or another doubt; inactive means no such curve, though single readings can be large or run the other way; further: potency means the concentration at half of the fitted maximal effect
#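 Proteasome block read as GFP accumulation: ubiquitin(G76V)-GFP U2OS cells exposed to compound (2.9 nM–46 uM) for 4 hr at 37 C. Normalization used untreated cells as 0% and 10 uM MG-132 as 100%; concentration-response curves fitted.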
# CRE Fsk mod = modulators of forskolin-stimulated CRE signaling in CHO cells | CHO CRE-bla reporter (cAMP response element driving beta-lactamase), forskolin EC10, beta-lactamase ratio | Potency, µM (top dose mostly 38.2 µM), without a hit: top-dose activity change, negative = inhibition, actives largely listed as activators | 71,000 compounds, 2.5% hits | AID 662; active means well fitted activation curve with a large enough effect in the signal ratio, with a control signal flat, not every such curve was filed as active; inconclusive means small, poorly fitted or top-dose-only effect, or effect the other way, or a change in a side signal; the % refers to the signal ratio; further: potency means the concentration at half of the fitted maximal effect; % of control where 0% means no effect
#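 Modulation of forskolin-driven signalling is measured in CHO cells carrying a CRE-controlled beta-lactamase reporter. Cells are stimulated with EC10 NKH 477 in the presence of titrated compound for 3 h at 37 °C, then loaded with CCF4 for 2 h at room temperature.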
# Luciferase inh = inhibitors of firefly luciferase. Potency, µM (top dose mostly 57.1 µM), without a hit: at the top dose activity change, negative = inhibition, actives largely listed as inhibitors. P08659. purified firefly luciferase, luminescence, 8 min. 72,000 compounds, 2.2% hits. AID 411; further: potency means the concentration at half of the fitted maximal effect; on the % scale 0 is the no-effect control and ±100 the full control effect; nearly all actives have a fitted effect of over 40% in size
# Target sequence (P08659 whole entry, looked up): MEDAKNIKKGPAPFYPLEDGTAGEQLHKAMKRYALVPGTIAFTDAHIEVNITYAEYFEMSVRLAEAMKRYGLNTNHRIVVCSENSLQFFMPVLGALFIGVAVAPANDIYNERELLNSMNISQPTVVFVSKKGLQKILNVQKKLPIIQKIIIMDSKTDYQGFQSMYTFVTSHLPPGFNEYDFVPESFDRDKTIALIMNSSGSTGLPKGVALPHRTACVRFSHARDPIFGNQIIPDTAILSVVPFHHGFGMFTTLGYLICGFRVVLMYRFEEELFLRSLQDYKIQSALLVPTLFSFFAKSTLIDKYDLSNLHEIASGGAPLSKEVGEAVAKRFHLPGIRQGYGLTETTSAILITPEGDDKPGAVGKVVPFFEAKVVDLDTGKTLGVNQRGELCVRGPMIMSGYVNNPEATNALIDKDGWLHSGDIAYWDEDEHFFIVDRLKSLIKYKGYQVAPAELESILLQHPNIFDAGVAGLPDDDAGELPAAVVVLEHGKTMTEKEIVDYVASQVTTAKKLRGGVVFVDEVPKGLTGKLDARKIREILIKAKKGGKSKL
#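 qHTS concentration-response profiling: light output of P. pyralis luciferase with luciferin and 10 uM ATP, imidazole buffer pH 7.2. Read by luminescence after 8-min room-temperature incubation.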
# HBB splice mod = alters splicing of the hemoglobin beta chain; Potency, µM (top dose mostly 46.1 µM), for inactives: at the highest dose activation, actives largely listed as activators; HBB splicing reporter cell assay, activation; EGFP reporter with mutant IVS2-654 intron; response scale: normalised to 500 nM splice-correcting PNA; 65,000 compounds, 0.06% hits; further: potency means the concentration at half of the fitted maximal effect; 0% is about no effect
#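 HeLa cells stably expressing EGFP interrupted by mutant beta-globin intron 2 (IVS2-654), 500/well in 2% FCS. Treated with compound for 2 days at 37C. Splicing correction scored as total well GFP intensity (488 nm excitation, 500-520 nm emission); 500 nM antisense PNA served as control.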
# ERK AVP block = inhibitors of vasopressin-stimulated ERK signaling pathway; HEK293-V1b, vasopressin-stimulated pERK AlphaScreen; Potency, µM (titrated, usually from 57.5 µM), without a hit: top-dose activity, negative = inhibition, hits mostly inhibitors; 72,000 compounds, 0.99% hits; AID 995; further: potency means the concentration at half of the fitted maximal effect; on the % scale 0 is the no-effect control and ±100 the full control effect; nearly all actives have a fitted effect of over 55% in size
#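 HEK293 cells stably expressing V1b receptor, preincubated 30 min at 37 °C with compound, then stimulated 5 min with 25 nM vasopressin. Phospho-ERK by AlphaScreen SureFire after 5 h RT; normalized to DMSO and vasopressin; AC50 by Hill fit.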
# Fluorescein autfl = compound fluoresces in the fluorescein spectral region. Compound autofluorescence, 480/540 nm, fluorescein-equivalent; hits give high values. max fluorescein-equivalent concentration, M. 59,000 compounds, 0.91% hits; in the data active means max fluorescein-equivalent concentration above about 10 nM; inconclusive means between about 1.1 nM and that limit
#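 Each compound is tested across a concentration series in 100 mM Tris buffer at pH 8.0. After 15 min at room temperature, plates are imaged with 480 nm excitation and 540 nm emission filters, and intensities are converted to fluorescein-equivalent values.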
# GFP derepression = epigenetic GFP locus derepression in mouse cells; Potency, µM (series often up to 46.1 µM), for inactives: at the top dose GFP derepression (activation); mouse C127i GFP locus derepression, cytometry, 30 h; 68,000 compounds, 0.09% hits; further: % of control where 0% means no effect
#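 Read-out is the number of GFP-positive cells, scored as fluorescent objects 20 to 120 um wide, reflecting derepression of a silenced CMV-GFP reporter in murine C127i cells after 30 h compound exposure at 37 C.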
# 4-MU autofl = 4-MU region autofluorescence | compound autofluorescence, 340/450 nm, 4-MU equivalents; hits give high values | max dye-equivalent concentration, M | 59,000 compounds, 11% hits | AID 589; in the data active means max dye-equivalent concentration above about 10 nM; inconclusive means mostly about 1.1 nM to 9.6 nM
#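 Intrinsic fluorescence at 340/450 nm (ex/em) was read after 15 min at room temperature in pH 8.0, 100 mM Tris. Each compound concentration expressed as 4-MU-equivalent concentration from a six-point 4-MU standard series on each plate.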
# Texas Red fluor = compounds fluorescent in Texas Red spectral region. Compound fluorescence, Texas Red channel, 547/618 nm; hits give high values. max dye-equivalent concentration, M. 59,000 compounds, 0.06% hits. AID 587; in the data active means max dye-equivalent concentration above about 10 nM; inconclusive means between about 1.1 nM and that limit
#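 Compound titrations in 100 mM Tris pH 8.0 were incubated 15 min at room temperature and read at 547 nm excitation / 618 nm emission. Texas Red six-point standard curve on each plate converted fluorescence to dye-equivalent concentration.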
# A350 autofl = compounds fluorescent in Alexa 350 spectral region; Compound autofluorescence, 340/450 nm, Alexa 350 dye-equivalents; hits give high values; max dye-equivalent concentration, M; 59,000 compounds, 11% hits; AID 590; in the data active means max dye-equivalent concentration above about 10 nM; inconclusive means mostly about 1.1 nM to 9.6 nM
# Hsp90 Hop PPI = changes Hsp90-Hop TPR2A binding signal, up or down | AlphaScreen TPR2A-His6 binding biotin-Hsp90 C-terminal peptide | Potency, µM (series often up to 57 µM), without a hit: at the highest dose activity change, negative = inhibition | 71,000 compounds, 0.44% hits | AID 595; active means well fitted curve in either direction with a large enough effect; inconclusive means small, poorly fitted or top-dose-only effect, or another doubt; further: potency means the concentration at half of the fitted maximal effect; on the % scale 0 is the no-effect control and ±100 the full control effect; many of its hits are not listed in these tables
# An asterisk follows results filed as active; i = inactive; ? = inconclusive; . = no result given; [ ] = another dose, or the depositor's remark. Unless noted, the call rests on the fitted dose curve; in most records, active means well fitted curve in the direction sought with a large enough effect; inconclusive means small, poorly fitted or top-dose-only effect, or another doubt; inactive means no such curve, though single readings can be large; an effect the other way counts as inactive or inconclusive. Some of the compounds tested, so the mix of outcomes need not match the whole.
SMILES,UbGFP stabilizer,CRE Fsk mod,Luciferase inh,HBB splice mod,ERK AVP block,Fluorescein autfl,GFP derepression,4-MU autofl,Texas Red fluor,A350 autofl,Hsp90 Hop PPI
CCc1[nH]nc2c1C1(CCOC1C)C(C#N)=C(N)O2 (stereo unspecified),4%,-7%,1%,-0.3%[57.5 µM],-17%,i,-1%,i,i,i,-1%
CC(C)n1c(Sc2nccn2C)nc2c1c(=O)n(C)c(=O)n2C,0%,27%,2%,.,-2%,i,-1%,i,i,i,1%
Cc1cc(N2CCCC2)ccc1/C=N/n1cnnc1,5%[9.17 µM],?,-13%,-5.2%[0.0738 µM],6%,.,-5%,.,.,.,-8%[11 µM]
COCC(=O)N1CCC[C@@]2(CCN(c3ccncc3)C2)C1,-5%,-1%,0%[11.4 µM],1.5%,5%,i,0%[9.22 µM],i,i,i,-2%
COc1ccc(CCNc2nc(=O)[nH]nc2C)cc1OC,18%,-1%,1%,2.2%[9.22 µM],-15%,.,6%,.,.,.,0%
O=C(c1cccc(F)c1)N1CCC2(CC1)CN(Cc1ccccc1)C2,0%,-4%,1%[11.4 µM],2.2%,4%,i,5%[9.22 µM],i,i,i,-2%
CCOC(=O)c1c(NC(=O)Cc2cccs2)sc(C(=O)N2CCCCC2)c1C,-2%,2µM*,0%,0.0%,?,i,-3%,i,i,i,-3%
CCC(c1nnnn1Cc1ccco1)N(Cc1ccccc1OC)Cc1cc2cc(C)ccc2[nH]c1=O (stereo unspecified),0%,4%,2%,-0.3%[57.5 µM],-14%,i,-2%,i,i,i,-3%
CN(C)c1ccc(C(=O)N2CC(=O)N(CCc3ccccc3)C(=O)C2)cc1,8%,4%,0%,-2.2%,-9%,i,-1%,i,i,i,?
CCOC(=O)CSc1nnc(CCc2nc3ccccc3[nH]2)n1C,0%,-9%,2%,0.0%,5%,i,-1%,i,?,i,-5%
CC(C)OC(=O)CC12CN3CC(CC(=O)OC(C)C)(CN(C1)C(=O)c1ccccc1C3=O)C2=O,-6%,1%,0%,-0.8%,20%,.,8%,.,.,.,1%
CCC(C)(C)n1nnnc1C(c1ccc(OC)c(OC)c1)N1CCN(c2ccc(OC)cc2)CC1 (stereo unspecified),-6%,3%,-13%,0.8%,-18%,?,-2%,i,i,i,-11%
CCSc1nnc(-c2ccc(S(=O)(=O)NCc3cccs3)cc2)o1,6%,7%,0%,.,-25%,i,-3%,i,?,i,5%
O=C(NC1=NCCS1)c1cccc(NC(=O)c2ccco2)c1,-7%,-2%,-7%,-1.0%,-15%,?,2%,i,i,i,?
COc1ccc(OC)c(S(=O)(=O)Nc2c(F)cccc2F)c1,-2%,?,0%,-1.2%,27%,i,-3%,i,i,i,?
C/C=C/COc1nc2c(c(=O)n(C)c(=O)n2C)n1C,-3%,11%,0%,-0.5%,-6%,i,-3%,i,?,i,-6%
O=C(Nc1nc2nc(-c3ccccc3)cc(-c3ccccc3)n2n1)c1ccco1,6%,?,0%,-2.9%[57.5 µM],?,?,6%,8.5e-08M*,i,1e-07M*,-6%
CCN(CC)S(=O)(=O)c1cccc(-c2nnc(SCCCC(=O)c3ccc(F)cc3)o2)c1,-3%,4%,3%,-0.5%[57.5 µM],36%[activator],i,0%,i,i,i,30%
COCCN(CCOC)Cc1c(C)[nH]c2c(C)c(C)ccc2c1=O,5%,1%,2%,0.2%,-5%,.,-2%,.,.,.,-7%
Cn1c(=O)cc(OCC(=O)NCc2cccnc2)c2ccccc21,11%,23%,6%,-0.7%,-1%,i,4%,i,i,i,-1%
COc1cccc(NC(=O)CSc2nnc(Cn3c(=O)sc4ccccc43)n2C)c1,6%,-4%,0%,-1.9%,?,.,.,.,.,.,-4%[2.3 µM]
CN(C(=O)CSc1nc(N)nn1-c1ccccc1)c1ccccc1,23%,7%,-5%,-0.7%,0%,.,.,.,.,.,0%[2.3 µM]
CCNS(=O)(=O)c1ccc(OCCNS(C)(=O)=O)cc1,12%,?,0%,-0.9%,-13%,i,0%,i,i,i,0%
CCCc1cc(=O)[nH]c(Nc2cc(OC)ccc2OC)n1,-4%,?,0%,-1.5%,-13%,i,-3%,?,i,?,-5%
Cc1nnc(Sc2nc3c(c(=O)n(C)c(=O)n3C)n2Cc2ccc(Cl)cc2)s1,-3%,2%,0%,.,-19%,i,-3%,i,i,i,2%

# Limited to HBB splice mod and UbGFP stabilizer, for some of the entries so far:
Structure	HBB splice mod	UbGFP stabilizer
COc1cccc(NC(=O)CSc2nnc(Cn3c(=O)sc4ccccc43)n2C)c1	-1.9%	6%
CN(C(=O)CSc1nc(N)nn1-c1ccccc1)c1ccccc1	-0.7%	23%
CCNS(=O)(=O)c1ccc(OCCNS(C)(=O)=O)cc1	-0.9%	12%
CCCc1cc(=O)[nH]c(Nc2cc(OC)ccc2OC)n1	-1.5%	-4%

# Remaining list, next part.
SMILES,UbGFP stabilizer,CRE Fsk mod,Luciferase inh,HBB splice mod,ERK AVP block,Fluorescein autfl,GFP derepression,4-MU autofl,Texas Red fluor,A350 autofl,Hsp90 Hop PPI
Cc1cc(C)n(-c2nc(SCC(=O)NCC3CCCO3)c3c4c(sc3n2)CCCC4)n1 (stereo unspecified),.,-30%,6%,2.6%[0.369 µM],-14%,i,0%,i,i,i,-9%
CCOCCCNC(=O)c1ccc2c(c1)OCO2,-8%,?,-2%,2.8%,-20%,i,0%,?,?,?,1%
CCOC(=O)c1c(CN2CCOCC2)n(-c2ccccc2)c2ccc(O)cc12,-7%,16%,-31%,2.7%,3%,i,-2%,i,?,i,-9%
O=S(=O)(NCCc1csc(-c2ccccc2)n1)c1ccc2c(c1)OCCO2,-1%,0%,1%,-0.4%,?,i,4%,i,i,i,2%
CC(OC(=O)c1cc2sccc2n1C)C(=O)NCC1CCCO1 (stereo unspecified),3%,-4%,0%,.,-10%,i,1%,i,i,i,0%
Cc1nnc(SCC(=O)N2c3ccccc3CC2C)s1 (stereo unspecified),-2%,0%,0%,-0.1%[57.5 µM],-7%,i,-4%,i,i,i,4%
CN(C)CCCN1C(=O)c2oc3ccc(Cl)cc3c(=O)c2C1c1cccnc1 (stereo unspecified),-4%,1%,1%,-0.5%,.,.,.,.,.,.,-5%
O=c1cc(Nc2ccc3c(c2)OCCO3)[nH]c(=O)n1-c1ccc(Br)cc1,10%,?,-1%,3.1%,8%,i,0%,i,i,i,-7%
Cc1ccccc1-c1cc(-n2ccnc2)ncn1,8%,2%,1%[2.29 µM],-0.3%,-13%,i,-3%[9.22 µM],i,i,?,-2%
CCOC(=O)c1cc2c(c(CSc3nc4ccccc4c(=O)n3Cc3ccco3)c1)OCOC2,-2%,10%,0%,-1.1%,-14%,i,0%,i,?,i,-4%
CCc1ccc(S(=O)(=O)NCCc2csc(-c3ccccc3)n2)s1,1%,-2%,2%,-0.2%,-15%,i,0%,i,i,i,14%
CN(C)/C=N/c1c(C#N)cnn1-c1ccc(C(F)(F)F)cn1,-4%,?,2%,-3.5%,2%,?,1%,i,i,i,-1%
CC(C)NC(=O)NC1C2CC3CC(C2)CC1C3 (stereo unspecified),1%,?,7%,-2.3%,-17%,?,-1%,i,i,i,-2%
N#Cc1cc2sc3nc4ccccc4n3c2cc1C#N,1%,6%,0%,0.3%,-5%,i,3%,i,i,i,-3%

# 3 compounds from above, sorted by the value under CRE Fsk mod, rising.
SMILES,CRE Fsk mod,Luciferase inh,Fluorescein autfl,GFP derepression,4-MU autofl,Texas Red fluor,A350 autofl,Hsp90 Hop PPI
CCc1ccc(S(=O)(=O)NCCc2csc(-c3ccccc3)n2)s1,-2%,2%,i,0%,i,i,i,14%
CN(C)CCCN1C(=O)c2oc3ccc(Cl)cc3c(=O)c2C1c1cccnc1 (stereo unspecified),1%,1%,.,.,.,.,.,-5%
CCOC(=O)c1c(CN2CCOCC2)n(-c2ccccc2)c2ccc(O)cc12,16%,-31%,i,-2%,i,?,i,-9%

# Entries of single compounds, looked up by structure. Order of screens: UbGFP stabilizer	CRE Fsk mod	Luciferase inh	HBB splice mod	ERK AVP block	Fluorescein autfl	GFP derepression	4-MU autofl	Texas Red fluor	A350 autofl	Hsp90 Hop PPI
# Record of Cc1ccccc1-c1cc(-n2ccnc2)ncn1 = 8%	2%	1%[2.29 µM]	-0.3%	-13%	i	-3%[9.22 µM]	i	i	?	-2%
# Record of CN(C)/C=N/c1c(C#N)cnn1-c1ccc(C(F)(F)F)cn1 = -4%	?	2%	-3.5%	2%	?	1%	i	i	i	-1%
# Record of CC(C)NC(=O)NC1C2CC3CC(C2)CC1C3 (stereo unspecified) = 1%	?	7%	-2.3%	-17%	?	-1%	i	i	i	-2%

# Bioassay records: PubChem BioAssay, National Center for Advancing Translational Sciences (NCATS)
